GAA spleen mod = qHTS Assay for Inhibitors and Activators of Human alpha-Glucosidase From Spleen Homogenate. AID 2112, 2009. human spleen homogenate, 4-MU-alpha-glucoside fluorescence. 0.006% of 240,000 active. Lysosomal alpha-glucosidase (Homo sapiens), P10253. Potency, µM (top dose mostly 79.9 µM), for the others: at the highest dose activity change, negative = inhibition, hits mostly inhibitors;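 note: 0% = enzyme with vehicle and -100% = no enzyme basal signal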
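Human spleen homogenate (1 ug) with 4-methylumbelliferyl-alpha-D-glucopyranoside (1 mM final) in 50 mM citrate/phosphate pH 5.0, 0.01% Tween-20; 40 min at 37 C. Stopped at pH 10; 4-MU fluorescence Ex 365/Em 440 nm; AC50 by Hill fit.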
SMN2 splice enh = qHTS Assay for Enhancers of SMN2 Splice Variant Expression. 2.8% of 210,000 active. Potency, µM (doses to about 46.1 µM), without a hit: at the highest dose activity change, positive = activation, most hits filed as activators. HEK293 SMN2-luciferase splicing reporter, luminescence, 30-36 h; note: % of control where 0% means no effect; nearly all actives have a fitted effect of over 55% in size
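HEK293 cells carry an SMN2 […]–luciferase reporter in which exon 7 inclusion puts luciferase in frame. Cells were plated 10-12 h before compound addition, then incubated 30-36 h at 37C. ONE-Glo luminescence was read; sodium butyrate at 4.5 mM final served as control.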
GAA glycogen = qHTS Assay for Inhibitors and Activators of Human alpha-Glucosidase Cleavage of Glycogen; Lysosomal alpha-glucosidase (Homo sapiens), P10253; recombinant GAA, glycogen substrate, Amplex Red glucose oxidase fluorescence; 0.38% of 300,000 active; Potency, µM (doses to about 76.4 µM), for the others: at the top dose activity change, negative = inhibition, most hits filed as inhibitors;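 note: 0% = full enzyme reaction and -100% = no-enzyme basal signal; the screen sought inhibitors and activators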
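Natural-substrate format: glycogen cleavage by 4 nM human enzyme, glucose read by Amplex Red coupling (Ex 573, Em 610 nm). Normalized to enzyme and no-enzyme controls.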
GAA inh = qHTS Assay for Inhibitors of Human alpha-Glucosidase as a Potential Chaperone Treatment of Pompe Disease | Lysosomal alpha-glucosidase (Homo sapiens), P10253 | AID 1466, 2008 | 0.005% of 200,000 active | Potency, µM (doses to about 76.9 µM), inactives show top-dose activity change, negative = inhibition, usual class: inhibitors | purified human GAA, 4-MU-alpha-glucoside fluorescence;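 note: plate controls were uninhibited enzyme wells for no effect and no-enzyme background for full effect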
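Read-out is 4-methylumbelliferone fluorescence (Ex 365/Em 440 nm) after NaOH/glycine stop at pH 10. Enzyme 4 nM, substrate 400 uM, pH 5.0 citrate buffer, 20 min room temperature; AC50 from Hill-equation concentration-response.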
JMJD2E inh = qHTS Assay for Inhibitors of Human Jumonji Domain Containing 2E (JMJD2E) | JMJD2E catalytic domain, FDH-coupled NADH fluorescence (FDH is formaldehyde dehydrogenase) | Potency, µM (highest dose often 57.1 µM), for inactives: at the top dose activity change, negative = inhibition, actives largely listed as inhibitors | 1.6% of 230,000 active | Lysine-specific demethylase 4E (Homo sapiens), B2RXH2; active = well fitted inhibition curve with a large enough effect, not every such curve was filed as active; inconclusive = small, poorly fitted or top-dose-only effect, or another doubt; inactive = no such curve, though single readings can be large or run the other way;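 note: 0% = wells with enzyme and -100% = buffer wells without enzyme; nearly all actives have a fitted effect of over 50% in size; many of its hits are not listed in these tables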
Target sequence (B2RXH2 1-337 limits assumed): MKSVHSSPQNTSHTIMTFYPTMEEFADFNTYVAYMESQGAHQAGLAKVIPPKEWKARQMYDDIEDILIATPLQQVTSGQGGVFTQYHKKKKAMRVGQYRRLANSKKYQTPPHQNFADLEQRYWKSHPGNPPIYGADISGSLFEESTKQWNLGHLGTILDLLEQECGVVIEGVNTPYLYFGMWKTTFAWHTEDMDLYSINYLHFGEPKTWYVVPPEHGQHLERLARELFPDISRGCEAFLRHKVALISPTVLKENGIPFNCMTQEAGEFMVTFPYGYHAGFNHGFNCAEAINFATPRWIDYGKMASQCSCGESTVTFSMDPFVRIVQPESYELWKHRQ
RGS12 GoLoco inh = qHTS Assay for Inhibitors of RGS12 GoLoco Motif Activity (Red Fluorophore) | Guanine nucleotide-binding protein G(i) subunit alpha-1 (Homo sapiens), P63096 | Gai1:RGS12 GoLoco peptide FP, rhodamine, 10 min | AID 880, 2007 | 0.44% of 230,000 active | Potency, µM (highest dose often 61.6 µM), for inactives: top-dose activity, negative = inhibition, hits mostly inhibitors; active = well fitted inhibition curve with a large enough effect, not every such curve was filed as active; inactive = no such curve, though single readings can be large or run the other way; note: % is set by controls: 0 for no effect and ±100 for the full control effect; nearly all actives have a fitted effect of over 30% in size; many of its hits are not listed in these tables
aGal spleen mod = qHTS Assay for Inhibitors and Activators of Human alpha-Galactosidase From Spleen Homogenate; 0.008% of 240,000 active; Alpha-galactosidase A (Homo sapiens), P06280; Potency, µM (top dose mostly 80 µM), for inactives: at the top dose activity change, negative = inhibition, usual class: inhibitors; human spleen homogenate, 4MU-alpha-Gal fluorescence, 40 min;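 note: 0% = enzyme with vehicle and -100% = no enzyme basal signal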
Target sequence (P06280 32-429 limits assumed): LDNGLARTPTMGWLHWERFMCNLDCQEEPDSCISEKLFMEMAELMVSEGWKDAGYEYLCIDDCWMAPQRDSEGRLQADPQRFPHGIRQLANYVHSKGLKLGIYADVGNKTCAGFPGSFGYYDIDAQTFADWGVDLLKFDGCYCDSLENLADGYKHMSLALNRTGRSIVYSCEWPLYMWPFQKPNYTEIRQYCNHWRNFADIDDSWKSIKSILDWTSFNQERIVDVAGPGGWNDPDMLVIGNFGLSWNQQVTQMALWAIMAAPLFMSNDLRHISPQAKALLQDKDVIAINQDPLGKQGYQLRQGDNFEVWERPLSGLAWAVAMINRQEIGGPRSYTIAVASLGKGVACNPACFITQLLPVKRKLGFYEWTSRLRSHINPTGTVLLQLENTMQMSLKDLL
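Human spleen homogenate (1 ug) as enzyme source, 4-methylumbelliferyl-alpha-D-galactopyranoside 1 mM final, citrate/phosphate pH 5.0 with 0.01% Tween-20. Compounds 40 min at 37C, NaOH/glycine stop; fluorescence Ex 365/Em 440, Hill-fit AC50.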
ALDH1A1 inh = qHTS Assay for Inhibitors of Aldehyde Dehydrogenase 1 (ALDH1A1); Aldehyde dehydrogenase 1A1 (Homo sapiens), P00352; Purified ALDH1A1, NADH fluorescence, propionaldehyde substrate; Potency, µM (top dose mostly 75.3 µM), for inactives: at the top dose activity, negative = inhibition, actives largely listed as inhibitors; 7.3% of 220,000 active; active = well fitted inhibition curve with a large enough effect, not every such curve was filed as active; inconclusive = small, poorly fitted or top-dose-only effect, or another doubt; inactive = no such curve, though single readings can be large or run the other way;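 note: plate controls were no enzyme wells and a reference inhibitor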
Starred values were filed as active, the others as inactive; ? = inconclusive; / = no result given; [ ] = remark or other dose. Unless noted, calls come from the whole dose curve; as a rule, active = well fitted curve in the direction sought with a large enough effect; inconclusive = small, poorly fitted or top-dose-only effect, or another doubt; inactive = no such curve, though single readings can be large; an effect the other way counts as inactive or inconclusive. Potency is the fitted concentration of half-maximal effect. The list is partial; count on the stated rates, not on these rows.

SMILES | GAA spleen mod | SMN2 splice enh | GAA glycogen | GAA inh | JMJD2E inh | RGS12 GoLoco inh | aGal spleen mod | ALDH1A1 inh
COc1cccc(NC(=O)CSc2nc3ccccc3c(=O)n2Cc2cccs2)c1 | -3% | -18% | 5% | 5% | -6% | 2% | 1% | ?
COc1cccc(Nc2ncc3nc(C)c(=O)n(C)c3n2)c1 | -1% | / | / | / | / | 20% | 25% | 3%
CCOC(=O)c1ccc(NC(=S)N2CCN(CCN=CC3=C(O)CC(c4ccccc4)CC3=O)CC2)cc1 (stereo unspecified) | -2% | / | 3% | 0% | -2% | 4% | -3% | ?
O=C(NCc1ccc(Cl)cc1)C1C2C=CC3(CN(Cc4cccnc4)C(=O)C13)O2 (stereo unspecified) | 0% | / | 3% | ? | -7% | / | 5% | 19%
CC(C)(C)Sc1ccc(/C=N/O)cc1[N+](=O)[O-] | 3% | -6% | -8% | 4% | 0% | 7% | 6% | 22µM*
Cc1nn(-c2cc(C)c3ccccc3n2)c2c1CCC2 | 1% | ? | 2% | -3% | ? | 4% | 12% | -10%
COc1ccccc1CCNC(=O)CSc1ccc(-c2cccs2)nn1 | -10% | -8% | 1% | -7% | -6% | -4% | -15% | -1%
O=P(O)(CCc1ccccn1)CN1CCCCC1 | 0% | -4% | 9% | -7%[15.4 µM] | 3% | 13% | 0% | 4%
CC1CCN(c2cc(C#N)c(C#N)cc2[N+](=O)[O-])CC1 | -16% | -9% | 1% | 3% | 2% | 7% | -15% | 6%
C=C(C)C(=O)OCC(=O)NCc1ccccc1 | -1% | -5% | 4% | 0% | 4% | 5% | 0% | 1%
CCOC(=O)Nc1ccc2c(c1)N(C(=O)CCN(C)C)c1ccccc1S2 | -1% | -1% | 10% | 1% | 1% | 14% | 0% | 5%
Cc1ccc(OCc2ccc(C(=O)Nc3c(C)nn(Cc4c(F)c(F)c(F)c(F)c4F)c3C)o2)c([N+](=O)[O-])c1 | -6% | -23% | -3% | -5% | 6% | 8% | -2% | ?
O=C(CCN1CCN(c2ccccn2)CC1)Nc1ccc(F)cc1 | 2% | -14% | 2% | 1% | 5% | 5% | -1% | 5%
CCOC(=O)C(C)Sc1ccc2nnc(CCNS(=O)(=O)c3ccc(C)cc3)n2n1 (stereo unspecified) | 1% | -18% | 0% | 4% | -20% | 3% | -6% | 5%
Cc1ccc(-c2nnc(-c3ccc(NC(=O)Cc4cccs4)cc3)o2)cc1 | -10% | / | 4% | 5% | -2% | 41%[activator] | 12% | ?
CCOc1cccc2cc(-c3csc(NC(=O)CCC(=O)NCCN4CCCCC4C)n3)c(=O)oc12 (stereo unspecified) | -2% | 3.2µM* | 2% | -1% | -9% | 17% | 2% | -12%
O=C(Nc1cccc2oc(=O)ccc12)c1ccc([N+](=O)[O-])cc1[N+](=O)[O-] | -5% | -1% | 0% | -6% | 0% | 7% | -1% | 7.9µM*
Cc1ccc(S(=O)(=O)NC(=O)c2cc(C)n(CCCn3ccnc3)c2C)cc1 | -1% | -3% | 8% | 0% | -9% | 1% | -10% | 4%
Cc1ccc(OCC(=O)Nc2ccc(S(=O)(=O)N3CCN(C)CC3)cc2)cc1 | 0% | -17% | -3% | 4% | 4% | 6% | -3% | ?
Cc1ccc(CNC(=O)COC(=O)c2ccc(S(=O)(=O)N(C)C)cc2)cc1 | 3% | 7% | 6% | 3% | -6% | -2% | -2% | 2%
CC1(C)CC(N2CCN(Cc3ccccc3)CC2)=CC(=[N+]2CCCCC2)C1 | 3% | / | 0% | / | -12% | 25µM* | 9% | /
CN(C)c1nc(N)c(C(=O)Nc2cccnc2)nc1Cl | -7% | 11µM* | / | / | ? | -6% | 25% | ?
C/C(=N/Oc1nc(C)cc(C)n1)c1ccc(Cl)cc1Cl | 1% | -14% | 5% | ? | -4% | 7% | 1% | 7%
NC(=O)C1=C[C@H](c2coc3ccccc3c2=O)C[C@H](OCc2ccc(CO)cc2)O1 | -1% | / | 19% | / | -3% | -7% | -1% | 2%
CCN(CC)S(=O)(=O)c1ccc(NC(=O)CSc2ncnc3ccccc23)cc1 | -4% | -12% | -15% | ? | -1% | 5% | 1% | -7%
C[C@H](NC(=O)c1nc[nH]c1C(=O)N[C@@H](Cc1ccccc1)C(=O)OC(C)(C)C)C(=O)OC(C)(C)C | -16% | / | -17% | / | -10% | 3% | 6% | /
O=C(CN(C(=O)CSc1nnc(COc2ccccc2)o1)c1ccc(F)cc1)NC1CCCCC1 | 4% | -11% | 0% | -3% | -4% | 0% | 10% | -1%
CCN(CC)C(=O)CN1C(=O)COCC1=O | -3% | -11% | 11% | 0% | -4% | -1% | 3% | 12%
Cc1ccc(NC(=O)c2ccccc2NS(=O)(=O)c2ccc(Cl)s2)cc1S(=O)(=O)N1CCOCC1 | -3% | -64%[inhibitor] | 2% | -9% | -28% | 6% | 8% | ?
Cc1cc(C(=O)COc2ccc3ccc(=O)oc3c2)c(C)n1Cc1cccs1 | -7% | -28% | 1% | 3% | 2% | 11% | 1% | ?
CN(C)C(=O)c1ccc(-c2nccc(NCc3ccccc3)n2)cc1 | 7% | / | / | / | / | 33%[activator] | 4% | ?
O=[N+]([O-])c1cc(/C=N\Nc2nc(-c3ccccc3)cs2)ccc1O | -5% | -10% | ? | -8% | -8% | -9% | -1% | 11µM*
O=C(NCCc1ccccc1)C(=O)N/N=C/c1ccc2c(c1)OCO2 | -6% | ? | 7% | 3% | 7% | 1% | 1% | 2%
N#Cc1nc(Cc2ccccc2)oc1NCc1ccccc1Cl | -10% | -24% | ? | -12% | -1% | -22% | 11% | ?
COc1cc(C2Nc3cccc4cccc(c34)N2)ccc1OC(C)=O | -8% | 0% | 11% | -1% | -1% | -19% | -2% | ?
CCn1c(SCC(=O)NC)nnc1C(C)C | -4% | -10% | 2% | 3% | -4% | 6% | 3% | 2%
CC/C(=N\NC(=O)CSCc1ccccc1Br)c1ccc2c(c1)OCCO2 | 0% | -9% | 4% | -13% | 6% | -6% | 5% | -2%
Cc1ccc2nc(-c3ccccc3)c(CN3CCSCC3)n2c1 | / | -9% | -2% | -3% | -18% | -5% | 7% | -3%
O=C(NNC(=S)NCc1ccco1)c1ccc(S(=O)(=O)N2CCOCC2)cc1 | -17% | / | -13% | -2% | -6% | 14% | -4% | ?
CCOc1cc(C2C(C#N)=C(N)Oc3n[nH]c(C)c32)ccc1OCCN1CCOCC1 (stereo unspecified) | 2% | 42% | -14% | -5% | -4% | 13% | 0% | ?
NC(=O)C(=O)NCCCN1CCOCC1 | 17% | / | -20% | ? | -6% | 1% | 1% | -3%
Cc1cccc(Nc2ccccc2C(=O)OCC(=O)N(C)C2CCS(=O)(=O)C2)c1C (stereo unspecified) | -13% | -10% | -7% | 0% | -15% | 8% | -2% | 5%
CCc1ccc2nc3sc(C(=O)Nc4nnc(CC)s4)c(N)c3cc2c1 | -2% | 26% | 0% | 1% | -8% | 28% | 4% | 7%
CCOC(=O)c1c(C)[nH]c(C(=O)COC(=O)[C@H](C)NC(=O)c2ccccc2Cl)c1C | 1% | 19% | -3% | -4% | 6% | 2% | -5% | -1%
CN(C)S(=O)(=O)c1ccc(NC(=O)CSc2nc3ccccc3n2-c2ccccc2)cc1 | -7% | -66%[inhibitor] | -7% | 0% | 4% | 9% | 0% | 13%
CC(=O)Nc1ccc(Sc2ncccc2C(=O)Nc2cc(Cl)cc(Cl)c2)cn1 | 5% | 19% | 1% | -5% | -5% | 9% | -1% | 2%
O=C(OCCN1C(=O)c2ccccc2C1=O)C1CCN(S(=O)(=O)c2cccs2)CC1 | -6% | -7% | -7% | -3% | 2% | 6% | 0% | 9%
CCOC(=O)C1CCCN(C(=O)c2ccc(C)c([N+](=O)[O-])c2)C1 (stereo unspecified) | 0% | -1% | 1% | 6% | -14% | 3% | 5% | -4%
O=C(O)/C=C/c1ccc(S(=O)(=O)Nc2ccc(C(=O)NCC(=O)O)cc2)cc1 | -4% | 4% | -7% | ? | -3% | 1% | 7% | -5%
O=C(CCc1nc(-c2ccccc2)no1)NC1CCCCC1 | 11% | -19% | 4% | 1% | 0% | 8% | 5% | ?
COc1cc(C2Nc3ccccc3C(=O)N2c2ccc(Cl)cc2)c(Cl)cc1OCC(=O)O (stereo unspecified) | 7% | 13µM* | -9% | 6% | ? | 4% | 9% | ?
CN1CCc2c(C#N)c(N3CCOCC3)nc(NCC3CCCO3)c2C1 (stereo unspecified) | -5% | / | 8% | / | ? | 5% | 7% | /
O=C(COc1ccc2ccccc2c1Br)Nc1ncn[nH]1 | -2% | -1% | 6% | 7% | -10% | 5% | -1% | 5%
O=C(Nc1ccc(Cl)cn1)c1ccc(COCC(F)(F)C(F)F)o1 | -6% | 17% | -5% | ? | -2% | 4% | -5% | 1%
CO/N=C(/C(=O)N[C@@H]1C(=O)N2C(C(=O)O)=C(COC(N)=O)CS[C@H]12)c1ccco1 | 3% | 14% | / | / | / | -3% | 4% | ?
O=S(=O)(Nc1cccc(-c2nc3cccnc3s2)c1)c1ccc2c(c1)OCCO2 | -19% | 5% | -9% | -3% | ? | 2% | -5% | ?

Screening results as filed in PubChem BioAssay.
